Screening results from PubChem BioAssay.
KOR beta-arrestin-1 = KOR antagonists, beta-arrestin recruitment, cell-based, luminescence, uHTS (AID 1778); 0.091% of 290,000 active; inhibition, % at 10 µM, or IC50 in µM where a hit was titrated; KOR beta-arrestin recruitment, luminescence, antagonist mode; higher % means a stronger effect; in the data active = inhibition above about 50%; also: strong numbers were not always called active
Salmonella PhoP GFP = inhibitors of PhoP regulon expression, primary screen, Salmonella Typhimurium, GFP reporter (AID 1863); S. Typhimurium PhoP-regulated promoter GFP reporter, 4 h; higher % means a stronger effect; inhibition, % at 50 µM, or IC50 in µM where a hit was titrated; 0.16% of 300,000 active;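 active = inhibition over 29.93%, a cutoff 3 SD above the screen mean, later confirmed by dose response; inconclusive = inhibition over 29.93% but no dose response follow-up; inactive = inhibition at most 29.93% or unconfirmed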;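 also: 0% = low Mg2+ inducing control and 100% = high Mg2+ repressing control; strong numbers were not always called active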
GPR35 arrestin U2OS = GPR35 antagonists blocking zaprinast-driven arrestin recruitment, primary screen, imaging, U2OS, beta-arrestin-GFP, zaprinast agonist (AID 2058) | U2OS GPR35 beta-arrestin-GFP translocation imaging, zaprinast antagonism; higher % means a stronger effect | one-dose inhibition, % at 10 µM; IC50 in µM for titrated hits | 0.052% of 290,000 active;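 active = inhibition of at least 50% with at least 30 cells and total cytoplasm GFP at most 10,000,000; inconclusive = under 30 cells or total GFP of 10,000,000 plus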
T cell modulator = T cell immune modulators affecting CD8 T cell-vesicle binding; 0.068% of 330,000 active; calls only at 7 µM; AID 2052; 2C CD8+ T cell-vesicle binding, flow cytometry; hits give low values;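 active = response, share of CD8 T cells binding vesicles, and their 90th percentile fluorescence all below set limits, cut at about 80% in these data, passing the limit was not always enough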
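Material: murine 2C transgenic CD8+ T lymphocytes / Also added: QL9-peptide-loaded Drosophila micro-vesicles bearing Ld, ICAM-1 and B7-1 / Schedule: binding step 1.5 h, 37 °C, antibody labelling 20 min, ice / Signal: flow cytometry, PE anti-B7-1 (FL2) versus Alexa647 anti-CD8 (FL8), PFA-fixed / Evaluation: percent CD8+ FL2 mean versus row control / Benchmarks: naked versus QL9-loaded vesicles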
GPR55 LPI antagonism = inhibition of LPI-stimulated GPR55 beta-arrestin translocation – imaging, U2OS, beta-arrestin-GFP, LPI agonist, primary screen (AID 2013); one-dose inhibition, % at 10 µM; IC50 in µM for titrated hits; 0.13% of 290,000 active; U2OS GPR55 beta-arrestin-GFP translocation imaging, LPI antagonism; higher % means a stronger effect;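 active = spots per cell inhibited over 60%, with over 100 cells counted and total cytoplasm intensity under 500,000; inconclusive = wells with under 100 cells, flagged as likely toxic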;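 also: U2OS cells stably carrying GPR55 and arrestin-GFP stimulated by 5 µM LPI near EC80; imaged beta-arrestin-GFP aggregate spots per cell after agonist stimulation; plate controls were LPI-stimulated DMSO wells for no effect and DMSO wells without LPI for full effect; some results filed as inactive read as strong as hits; confirmed hits need IC50 under 10 µM and bright autofluorescent wells are also inconclusive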
KOR beta-arrestin-2 = KOR agonists, beta-arrestin recruitment, primary screen, cell-based, luminescence, uHTS (AID 1777). KOR beta-arrestin recruitment, luminescence; higher % means a stronger effect. one-dose activation, % at 10 µM; EC50 in µM for titrated hits. 0.02% of 280,000 active; in the data active = activation above about 50%, passing the limit was not always enough; also: a part of the inactive calls stands beside numbers as strong as those of hits
West Nile virus CPE = inhibition of WNV-induced cytopathic effect – cell-based, CPE readout (AID 1621). West Nile virus-infected cells, CPE inhibition; higher % means a stronger effect. CPE inhibition, % at 10 µM; hits with a dose series show IC50 in µM. 0.02% of 290,000 active; in the data active = a potency from the dose series; inconclusive = CPE inhibition mostly from about 3.7% at the one dose, without a potency; inactive = the rest, 99 in 100 with CPE inhibition below about 2.2%; also: strong numbers were not always called active
GPR55 beta-arrestin = GPR55 agonists via beta-arrestin recruitment, primary screen, imaging, U2OS cells, beta-arrestin-GFP redistribution (AID 1961) | U2OS GPR55 beta-arrestin-GFP redistribution imaging; higher % means a stronger effect | one-dose activation, % at 10 µM; EC50 in µM for titrated hits | 0.048% of 290,000 active;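 active = activation above 40% with more than 50 cells counted in the well; inconclusive = wells holding fewer than 50 cells, flagged as toxic or sparse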;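 also: U2OS osteosarcoma cells stably expressing GPR55 and beta-arrestin-GFP; plate controls were DMSO negative control for no effect and LPI positive control for full effect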
NTR1 ag = agonists of NTR1, primary screen, imaging, U2OS cells, beta-arrestin-GFP, high content (AID 493036); NTR1-U2OS beta-arrestin-GFP spot imaging, agonist mode; activation, % at 20 µM; 0.17% of 330,000 active;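 active = activation at or above 40% of the spot to cytoplasm intensity ratio, with at least 20 cells analyzed; inconclusive = wells under 20 cells, flagged as cytotoxic or low count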;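 also: 0% = DMSO without peptide and 100% = 100 nM NTR1 peptide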
Target sequence (P30989 whole entry, looked up): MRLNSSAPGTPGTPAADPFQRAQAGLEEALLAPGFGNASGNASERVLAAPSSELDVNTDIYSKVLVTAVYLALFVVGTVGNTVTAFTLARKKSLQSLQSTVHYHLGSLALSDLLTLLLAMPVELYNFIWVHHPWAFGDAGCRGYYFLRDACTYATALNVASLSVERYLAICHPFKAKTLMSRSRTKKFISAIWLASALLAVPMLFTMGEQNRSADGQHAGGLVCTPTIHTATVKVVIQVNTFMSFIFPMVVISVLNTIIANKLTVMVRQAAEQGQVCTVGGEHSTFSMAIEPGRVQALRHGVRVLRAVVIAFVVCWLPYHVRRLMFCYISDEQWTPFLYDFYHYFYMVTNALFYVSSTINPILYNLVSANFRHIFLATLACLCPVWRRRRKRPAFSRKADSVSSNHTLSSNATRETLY
T cell modulator vesicle-bound % = also measured in T cell modulator; calls as there; double positive events, %; measured here: CD8+ vesicle-bound cell fraction;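 binding gate set so that unloaded-vesicle control wells show 10% double positive cells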
NTR1 ag cell count 20 µM = recorded beside NTR1 ag, whose call it bears; cell count; measured here: cell count, cytotoxicity flag
Numbers without * were called inactive; i = inactive; ? = inconclusive; . = not tested or not shown; & = joins results of further samples; [ ] = remark or other dose. This is a random part of the collection; about 0.62% have a hit in one of these screens.

SMILES | KOR beta-arrestin-1 | Salmonella PhoP GFP | GPR35 arrestin U2OS | T cell modulator | T cell modulator vesicle-bound % | GPR55 LPI antagonism | KOR beta-arrestin-2 | West Nile virus CPE | GPR55 beta-arrestin | NTR1 ag | NTR1 ag cell count 20 µM
S=c1[nH]nc(COc2ccccc2)n1/N=C/c1cccc(Cl)c1Cl | -18% | -3% | -11% | i | 32 | 0% | 3.1% | 0.5% | -0.1% | 5.1 | 116
CN1CCN(C(=O)CCc2nc3ccccc3c(=O)[nH]2)CC1 | -3% | -9% | -14% | i | 48 | -12% | 3.3% | 0.2% | -0.1% | -0.5 | 39
CC(=C\C(=O)O)/C(=C/c1ccc(C)o1)C(=O)O | -20% | -4% | 2% | i | 45 | -2% | 0.3% | -0.3% | -0.5% | -3.1 | 41
CC1(c2ccccc2)NC(=O)N(CC(=O)N2CCOCC2)C1=O (centres undefined) | -32% | 2% | 18% | i | 50 | 16% | 1.5% | 0.1% | 0.2% | 0.5 | 67
CC(C)=CCN1CCN(Cc2cnc(N3CCOCC3)s2)CC1CCO (centres undefined) | -8%[20 µM] | 8% | 4% | i | 25 | 8% | . | -0.3% | 0.0% | 1.0 | 59
Brc1ccccc1-c1nnc2sc(Cc3ccccc3)nn12 | 22% | -12% | -1% | i | 22 | -11% | -6.5% | -1.3% | -0.2% | 2.5 | 53
Cc1ccc(C(=O)COC(=O)c2ccc3c(c2)C(=O)N(c2cccc4ncccc24)C3=O)cc1 | -66% | 8% | -5% | i | 59 | -5% | 0.1% | -0.2% | 0.2% | 3.9 | 94
COc1ccc(OC)c(NC(=S)NC(=O)c2ccc(Br)o2)c1 | -357% | -5% | 16% | i | 19 | -1% | 4.1% | 0.5% | 0.0% | 0.6 | 62
NC1=NC(c2ccccc2C(F)(F)F)N(c2ccc(F)c(Cl)c2)C(N)=N1 (centres undefined) | 2% | -1% | -4% | i | 52 | 11% | -0.8% | 0.1% | -0.1% | 0.6 | 104
O=C(O)CCC(=O)N1N=C(c2cccs2)CC1c1ccc(Br)cc1 (centres undefined) | -7% | 9% | -7% | i | 13 | 1% | -4.9% | -0.1% | 0.0% | -0.5 | 63
O=C(NCCN1CCNC1=O)C1CCC(=O)N(Cc2ccccc2F)C1 (centres undefined) | 0% | 1% | -10% | i | 22 | 6% | -3.0% | 0.2% | -0.1% | 0.6 | 70
CC(C)(C)c1ccc(C(CC(=O)O)NC(=O)c2ccccc2F)cc1 (centres undefined) | 16% | -8% | 4% | i | 46 | 11% | 0.8% | 0.2% | 1.1% | -0.3 | 43
Cc1cc(Cl)ccc1OC(C)C(=O)NN1C(=O)c2ccccc2C1=O (centres undefined) | -2% | -4% | 10% | i | 29 | -5% | 21% | 0.0% | -0.1% | 0.1 | 45
CC(=O)c1cnn(-c2ccc(Cl)cc2)c1C | 14% | -5% | -3% | i | 6 | 20% | -4.6% | -0.1% | -0.1% | 0.1 | 48
CCOC(=O)Cc1[nH]nc2c1C(Cc1ccccc1)C(C#N)=C(N)O2 (centres undefined) | -4% | -6% | 17% | i | 31 | -6% | . | 0.4% | -0.2% | -0.1 | 39
CC[n+]1c(/C=C/C=C/N(C(C)=O)c2ccccc2)sc2cc(OC)ccc21 | 20% | -72% | ? | i | 40 | ? | 5.9% | -0.6% | 2.1% | . | .
O=C1CN(C(=O)c2c(F)cccc2F)C(c2ccc(F)cc2)c2cc(Br)ccc2N1 (centres undefined) | 44% | 11% | -5% | i | 27 | 1% | -13% | -0.5% | 0.8% | 4.4 | 45
O=C(CN1CCOCC1)Nc1nc(-c2ccc(Cl)cc2)cs1 | 28% | 3% | -7% | i | 24 | 2% | -5.6% | -0.5% | 0.0% | -1.0 | 76
COc1ccc(OC)c(-n2c(SCC(=O)Nc3cc(C)on3)nnc2-c2c[nH]c3ccccc23)c1 | 8% | 12% | 9% | i | 18 | -18% | -7.0% | 0.1% | -0.2% | -1.4 | 61
O=C1Nc2ccccc2Nc2ncccc21 | 6% | -3% | 5% | i | 13 | 6% | -4.7% | . | -0.2% | 0.0 | 35
Cc1cc(C)nc(N/N=C/c2c(CO)cnc(C)c2O)n1 | -22% | -1% | 12% | i | 29 | 2% | -0.3% | ? | . | 0.8 | 33
O=C(CCN1C(=O)C2C3C=CC(C3)C2C1=O)N1CCCCC1 (centres undefined) | -21% | 1% | -5% | i | 18 | -1% | 0.2% | 0.4% | -0.1% | -0.7 | 70
O=C(CSc1nc2c(c(=O)n1-c1ccc(Cl)cc1)SCC2)NCC1CCCO1 (centres undefined) | 34% | -6% | -1% | i | 43 | 0% | -3.4% | . | -0.4% | 0.4 | 86
CC(C)OCCCNS(=O)(=O)c1ccc2ccccc2c1 | -33% | 5% | -16% | i | 22 | 2% | -1.0% | -0.6% | -0.1% | 0.3 | 70
COc1ccc(N(C(=O)c2cccnc2)S(=O)(=O)c2cc(OC)ccc2OC)cc1 | 18% | 6% | 6% | i | 69 | 24% | -5.1% | -0.8% | -0.1% | 0.7 | 66
CCN1CCN(C(=O)C(NS(=O)(=O)c2ccc3nc(C)sc3c2)C(C)C)CC1 (centres undefined) | 22% | -7% | -14% | i | 36 | -8% | 1.6% | 0.2% | 0.3% | -1.5 | 58
O=C(NNC(=S)NCCCN1CCOCC1)c1ccncc1 | 5% | 1% | 5% | i | 40 | 9% | -7.5% | 0.0% | 0.1% | -0.8 | 34
O=C(CC1C(=O)NCCN1C1CCCC1)NCc1cccc(OC(F)(F)F)c1 (centres undefined) | -3% | -5% | -11% | i | 66 | 3% | 0.7% | 0.1% | 0.2% | -0.2 | 68
Cc1occc1-c1nnc(SCC(=O)N(C)CCC#N)n1N | -8% | 2% | -12% | i | 49 | -18% | -5.1% | 0.9% | -0.1% | -0.8 | 32
O=C(NCc1cccs1)N[C@@H](Cc1ccccc1)C(=O)O | -7% | -5% | 7% | i | 10 | 27% | -6.7% | 0.3% | 0.3% | 0.1 | 37
C=C(C)CC1Nc2ccccc2NC1CC(=C)C (centres undefined) | 25% | 11% | 0% | i | 43 | -2% | 0.0% | -0.4% | -0.2% | -0.7 | 64
CC(NC(=O)/C(C#N)=C/c1ccc(N2CCOCC2)cc1)c1ccccc1 (centres undefined) | -29% | -1% | -13% | i | 26 | -12% | 0.6% | 0.0% | 0.3% | 0.5 | 39
C=CCNC(=O)/C(=C\C=C\c1ccccc1)NC(=O)c1ccc(OCCCC)cc1 | -5% | -5% | 12% | i | 54 | 6% | -5.2% | 0.2% | 0.0% | 1.2 | 71
COc1ccc(C2C(=O)N(C3CCCCC3)CC(=O)N2Cc2ccco2)cc1 (centres undefined) | 11% | -8% | 5% | i | 28 | 0% | -5.1% | -0.4% | -0.1% | -0.7 | 77
CCCOc1ccc(/C=N/NC(=O)CSCc2ccc([N+](=O)[O-])cc2)cc1OCC | 9% | 0% | 3% | i | 48 | -7% | 2.3% | -1.0% | 0.7% | 4.5 | 71
Cc1ccc(C)c(NC(=O)c2sc(Cl)nc2-c2ccccc2)c1 | -31% | -5% | -14% | i | 22 | 2% | -2.1% | 0.0% | -0.1% | 11 | 32
CC(=O)Nc1ccc(S(=O)(=O)N2CCCC2C(=O)Nc2ccc3c(c2)OCCO3)cc1 (centres undefined) | 8%[20 µM] | -11% | -1% | i | 27 | 8% | . | 0.1% | -0.1% | 0.3 | 28
COC(=O)c1ccccc1NC(=O)CN1CCCCCC1 | -4%[20 µM] | 2% | 12% | i | 49 | -7% | 4.2% | -0.8% | -0.2% | 0.1 | 48
O=C(O)/C=C/C(=O)Nc1ccc(-n2ccc(C(F)(F)F)n2)cc1 | 28% | -9% | 0% | i | 6 | 23% | 2.5% | -0.4% | 0.3% | 0.3 | 52
CCCCOCCCNC(=O)CCCOc1ccccc1 | 3% | -6% | 10% | i | 46 | 4% | -3.8% | -0.1% | -0.1% | -1.0 | 45
CC(=O)NCCCCCCNC(C)=O | 0%&-8% | 1%&-5% | -5%&-10% | i | 44 | 5%&12% | -2.9%&-0.6% | 0.4% | -0.2%&-0.5% | -0.1 | 60
O=C(NCCn1c(C(F)(F)F)nc2ccccc21)[C@H]1CCCN1c1nc(CN2CCCCC2)cs1 | . | -1% | -4% | i | 58 | 1% | . | -0.9% | -0.2% | -2.1 | 108
O=C(c1ccc(Cl)cc1)c1ccc(OCC(=O)N2CCOCC2)cc1 | . | -4% | . | i | 15 | . | . | -0.1% | . | -0.1 | 71
CC12CCC(C(=O)Nc3cc(Cl)ccc3Cl)(C/C1=N\O)C2(C)C (centres undefined) | -17% | -13% | 20% | i | 27 | -11% | 1.3% | -0.1% | 0.0% | 1.0 | 85
CCC(C)(C)NC(=S)Nc1ccc(-c2nc3ccc(C)cc3s2)cc1 | -32% | 1% | 0% | i | 50 | 2% | 40% | -1.1% | 0.0% | -0.3 | 39
O=C(Nc1ccc2c(c1)OCCO2)c1ccc(Cl)c(Cl)c1 | -18% | -3% | 10% | i | 68 | 7% | 2.4% | -0.5% | -0.2% | 0.9 | 56
COc1ccc2c(c1OC)C(=O)NC(C)=C(C(=O)OC(C)(C)C)C2O (centres undefined) | -45% | -3% | -10% | i | 19 | -13% | -0.2% | 0.2% | -0.2% | -0.7 | 39
Nc1ccc2nc(-c3ccc(-c4nc5ccc(N)cc5[nH]4)cc3)[nH]c2c1 | 7% | 8% | -16% | i | 37 | 1% | 0.2% | -0.6% | -0.2% | -1.3 | 111
N=c1sccn1CC(=O)Nc1ccc(Cl)c(S(=O)(=O)N2CCOCC2)c1 | 20% | -2% | 11% | i | 52 | 13% | -0.2% | -0.3% | -0.1% | -0.6 | 64
